hERG WT inh: KCNH2 (human, wildtype) channel inhibition; activity change, % at 1.84 µM; actives 0.37% (n = 340,000); Q12809; U2OS, BacMam KCNH2, thallium flux FluxOr; active compounds read low;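 active means maximum activity change below -70%; inconclusive means maximum activity change between -70% and -50%; inactive means maximum activity change above -50%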; further: on the % scale 0 is the no-effect control and ±100 the full control effect
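U2OS cells transduced with wild-type KCNH2 virus are loaded with FluxOr dye for 45 min, and thallium flux is measured in kinetic reads before and after stimulation buffer. Rate constants are normalized to DMSO controls.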
Mito fusion act: inhibitors of mitochondrial division or activators of mitochondrial fusion. S. cerevisiae fusion-defective mutant growth rescue, CellTiterGlo 48 h. Potency, µM (highest dose often 46.1 µM), without a hit: top-dose growth rescue (activation), usual class: activators. actives 0.23% (n = 320,000). AID 485298;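 further: potency means the concentration at half of the fitted maximal effect; % of control where 0% means no effect; nearly all actives have a fitted effect of over 45% in size; temperature-sensitive fusion mutants such as fzo1-1 at 37 °C on non-fermentable ethanol glycerol medium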
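Read-out: ATP-based luminescence (CellTiterGlo, 10 min ambient) reporting growth of fusion-defective ts yeast after 48 hours at 37C on glycerol/ethanol YPEG medium in the presence of compound.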
AT treatment: candidate therapy for ataxia-telangiectasia. […] A-T fibroblasts, KAP-1 phosphorylation AlphaLISA; neocarzinostatin DNA damage 30 min before lysis. AID 485349. actives 0.19% (n = 320,000). Potency, µM (titrated, usually from 57.5 µM), without a hit: at the highest dose activation, actives largely listed as activators; further: potency means the concentration at half of the fitted maximal effect; % of control where 0% means no effect; nearly all actives have a fitted effect of over 45% in size
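hTERT-immortalized A-T patient fibroblasts ([…]), 500 cells/well in OPTI-MEM, 1% FBS, got compounds for 60 min, then NCS for 30 min at 37C. Lysates were then assayed for phospho-KAP-1 by AlphaLISA (anti-pKAP1 donor, anti-KAP1 acceptor beads), 6 hr at 25C.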
Eya2 phos inh: blocks the phosphatase activity of human Eya2 | recombinant Eya2, OMFP fluorescence dephosphorylation (OMFP is methylfluorescein phosphate) | Potency, µM (doses to about 76.9 µM), inactives show at the highest dose activity, negative = inhibition, most hits filed as inhibitors | actives 0.006% (n = 330,000) | AID 488837; further: potency means the concentration at half of the fitted maximal effect; on the % scale 0 is the no-effect control and ±100 the full control effect
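Eya2 protein (added as 0.2 uM solution) was preincubated with compound for 10 min at ambient temperature in 50 mM HEPES pH 7.5, 50 mM NaCl, 5 uM MgCl2, 0.05% BSA, 1 mM DTT. OMFP (added at 50 uM) then reacted 10 min; fluorescence read at 485/525 nm.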
TCR activator: activators of T cell receptors; 330,000 tested, under 10 active; primary human leukocytes, anti-CD3, IL-2 HTRF, 48 h; Potency, µM (titrated, usually from 9.22 µM), for inactives: at the highest dose activation of IL-2 secretion, usual class: activators; AID 504894; further: % of control where 0% means no effect
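Primary human leukocytes incubated 48 hr with anti-CD3 beads plus compound, without co-stimulation. Secreted IL-2 measured by HTRF (europium cryptate/d2 anti-IL-2 pair, 320 nm excitation, 665 nm emission).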
TSHR antag: antagonists of human thyroid stimulating hormone receptor | actives 0.2% (n = 330,000) | AID 504810 | P16473 | TSHR-expressing cells, TSH-stimulated cAMP HTRF, 2 h; active compounds read low | activity change, negative = inhibition, % at 11.5 µM;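 active means activity change below a set negative limit, meaning inhibition stronger than a set level, cut at about -70% in these data; inconclusive means activity change between two set negative limits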; further: on the % scale 0 is the no-effect control and ±100 the full control effect
Target sequence (P16473 whole entry, looked up): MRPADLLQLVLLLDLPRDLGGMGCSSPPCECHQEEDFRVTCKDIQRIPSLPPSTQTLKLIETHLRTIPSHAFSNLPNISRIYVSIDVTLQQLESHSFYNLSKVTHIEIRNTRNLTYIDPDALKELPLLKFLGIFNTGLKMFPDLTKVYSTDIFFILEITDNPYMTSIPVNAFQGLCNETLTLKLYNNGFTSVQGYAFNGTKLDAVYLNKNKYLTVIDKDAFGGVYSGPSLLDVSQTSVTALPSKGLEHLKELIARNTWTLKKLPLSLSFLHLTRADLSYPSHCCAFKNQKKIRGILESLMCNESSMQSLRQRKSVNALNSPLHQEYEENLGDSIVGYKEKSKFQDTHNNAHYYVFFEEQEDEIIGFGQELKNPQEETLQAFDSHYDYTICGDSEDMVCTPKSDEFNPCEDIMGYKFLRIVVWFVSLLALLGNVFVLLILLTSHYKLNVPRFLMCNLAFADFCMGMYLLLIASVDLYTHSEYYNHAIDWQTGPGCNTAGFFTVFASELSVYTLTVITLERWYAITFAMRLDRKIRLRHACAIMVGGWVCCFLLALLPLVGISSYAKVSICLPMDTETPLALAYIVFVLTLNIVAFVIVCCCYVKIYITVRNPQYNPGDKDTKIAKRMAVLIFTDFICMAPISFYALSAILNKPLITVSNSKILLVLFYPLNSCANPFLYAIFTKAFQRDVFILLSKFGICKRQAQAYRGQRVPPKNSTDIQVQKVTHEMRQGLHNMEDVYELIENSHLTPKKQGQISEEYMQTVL
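Cell-based HTRF cAMP assay; TSHR cells + compound, TSH EC80 (4nM final), 2 h, 37 deg C. Lysis with anti-cAMP cryptate and cAMP-d2, 30 min RT, read 665/620 nm.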
ELG1 repair inh: blocks ELG1-dependent DNA repair in HEK293T cells; HEK293T ELG1-luciferase reporter, luminescence, 16 h; DNA damage induced by 5-fluorouridine; Potency, µM (top dose mostly 46.1 µM), for the others: at the top dose activity change, negative = inhibition, usual class: inhibitors; actives 2.3% (n = 330,000); AID 504467; further: potency means the concentration at half of the fitted maximal effect; on the % scale 0 is the no-effect control and ±100 the full control effect; nearly all actives have a fitted effect of over 55% in size
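Step one: seed 2,000 cells per well. Step two: pin-transfer compound or DMSO alongside 5-fluorouridine. Step three: incubate 16 hr, 37 °C, 5% CO2. Step four: add ONE-Glo, wait 30 min, read luminescence.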
TRPV1 ag: activates the human vanilloid receptor TRPV1. Q8NER1. TRPV1-expressing cells, Fluo-8 calcium influx, agonist mode. activation, % at 8.33 µM. actives 0.19% (n = 320,000). AID 540275; in the data active means activation above about 80%; inconclusive means between about 30% and that limit; further: 0% is about no effect
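Cells expressing TRPV1 were dye-loaded with Fluo-8 and read kinetically: 10 s baseline, 3 min after compound (agonist portion), then 2 min after EC20 capsaicin (allosteric enhancer portion). Calcium-bound dye fluorescence at 480/520 nm.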
USP2a block: USP2a (human) protease inhibition. USP2 core, Ub-CHOP2 coupled fluorogenic reporter, 485/531. Potency, µM (series often up to 38.3 µM), for the others: at the top dose activity change, negative = inhibition, usual class: inhibitors. actives 0.01% (n = 330,000);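 further: potency means the concentration at half of the fitted maximal effect; plate controls were DMSO wells for no effect and full inhibition by NEM control for full effect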
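Cell-free coupled assay: 10nM USP2 core preincubated 30min RT with compound in Tris-HCl pH 8.0/CaCl2/CHAPS buffer, then 25nM Ub-CHOP2 and 25nM reporter substrate; fluorescence (Ex 485/Em 531) read after 60min RT, normalized to NEM inhibition, concentration-response curves fitted.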
KCNH2 3.1 inh: KCNH2 3.1 (human) potassium channel inhibition. U2OS KCNH2 3.1, thallium flux FluxOr; active compounds read low. activity change, % (tested at about 1.8 µM). actives 0.95% (n = 340,000). AID 720553;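 active means maximum activity change below -70%; inconclusive means maximum activity change from -70% to -50%; inactive means maximum activity change above -50%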;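 further: thallium influx rate constant from kinetic fluorescence after stimulation buffer; on the % scale 0 is the no-effect control and ±100 the full control effect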
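Kinetic fluorescence (2 min after stimulation buffer) measures Tl+ influx through KCNH2 3.1 expressed by viral transduction in U2OS cells; the rate constant is normalized against DMSO controls serving as positive and negative references.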
* = called active by the depositor; u = inconclusive; x = not tested or not shown; & = joins results of further samples; [ ] = remark or other dose. Unless noted, the call rests on the fitted dose curve; in most records, active means well fitted curve in the direction sought with a large enough effect; inconclusive means small, poorly fitted or top-dose-only effect, or another doubt; inactive means no such curve, though single readings can be large; an effect the other way counts as inactive or inconclusive.

Start of the listing, in advance (8 entries):
SMILES	hERG WT inh	Mito fusion act	AT treatment	Eya2 phos inh	TCR activator	TSHR antag	ELG1 repair inh	TRPV1 ag	USP2a block	KCNH2 3.1 inh
CC(=O)N(O)CCCCCNC(=O)CCC(=O)N(O)CCCCCNC(=O)CCC(=O)N(O)CCCCCN	2.7&-5.7	0.7%	5.1%	-4.9%	2.5%&9.7%	7.2	-18.6%	-0.2	-4.9%	2.4&-1.1
CN(C)C(CNC(=O)C1CCN(C(=O)/C=C/c2ccccc2)CC1)c1ccccc1 (stereo not drawn)	1.5	2.6%	5.3%	3.1%	-10.5%	8.5	u	4.8	-0.3%	15.9
CC(C)c1ccc(NC(=O)CSC(C)c2nc3ccccc3c(=O)[nH]2)cc1 (stereo not drawn)	0.6	1.3%	3.98µM*	6.6%	12.8%	1.8	u	22.0	-0.3%	1.0
O=C(CCS(=O)(=O)Cc1ccccc1)Nc1nc2c(s1)CCCC2	0.7	-3.4%	3.7%	-30.8%	-1.1%	-7.4	u	17.1	-1.2%	-11.0
CC(C)C(NS(=O)(=O)c1ccccc1)C(=O)N1CCCCCC1 (stereo not drawn)	0.2	-0.6%	-3.9%	5.9%	x	3.7	-17.1%	-2.8	0.3%	-19.3
CCOC(=O)C1=C(c2ccccc2)NC(=O)NC1c1cc(OCC)c(O)c([N+](=O)[O-])c1 (stereo not drawn)	-17.0	1.4%	-8.9%	1.0%	-63.3%	-22.4	-0.4%	-1.5	0.5%	-3.2
O=C(c1ccc(S(=O)(=O)Nc2ccccc2)cc1)N1CCOCC1	2.1	3.3%	11.4%	12.7%[15.4 µM]	-3.8%	-0.9	-13.6%	-0.5	1.3%	2.4
O=C(NCc1ccccc1Cl)c1cc2c(s1)CS(=O)(=O)C2	-4.3	0.8%	1.1%	-1.4%	-12.3%	1.7	3.9%	u	4.9%	-41.2

Results (from the top)
SMILES	hERG WT inh	Mito fusion act	AT treatment	Eya2 phos inh	TCR activator	TSHR antag	ELG1 repair inh	TRPV1 ag	USP2a block	KCNH2 3.1 inh
CC(=O)N(O)CCCCCNC(=O)CCC(=O)N(O)CCCCCNC(=O)CCC(=O)N(O)CCCCCN	2.7&-5.7	0.7%	5.1%	-4.9%	2.5%&9.7%	7.2	-18.6%	-0.2	-4.9%	2.4&-1.1
CN(C)C(CNC(=O)C1CCN(C(=O)/C=C/c2ccccc2)CC1)c1ccccc1 (stereo not drawn)	1.5	2.6%	5.3%	3.1%	-10.5%	8.5	u	4.8	-0.3%	15.9
CC(C)c1ccc(NC(=O)CSC(C)c2nc3ccccc3c(=O)[nH]2)cc1 (stereo not drawn)	0.6	1.3%	3.98µM*	6.6%	12.8%	1.8	u	22.0	-0.3%	1.0
O=C(CCS(=O)(=O)Cc1ccccc1)Nc1nc2c(s1)CCCC2	0.7	-3.4%	3.7%	-30.8%	-1.1%	-7.4	u	17.1	-1.2%	-11.0
CC(C)C(NS(=O)(=O)c1ccccc1)C(=O)N1CCCCCC1 (stereo not drawn)	0.2	-0.6%	-3.9%	5.9%	x	3.7	-17.1%	-2.8	0.3%	-19.3
CCOC(=O)C1=C(c2ccccc2)NC(=O)NC1c1cc(OCC)c(O)c([N+](=O)[O-])c1 (stereo not drawn)	-17.0	1.4%	-8.9%	1.0%	-63.3%	-22.4	-0.4%	-1.5	0.5%	-3.2
O=C(c1ccc(S(=O)(=O)Nc2ccccc2)cc1)N1CCOCC1	2.1	3.3%	11.4%	12.7%[15.4 µM]	-3.8%	-0.9	-13.6%	-0.5	1.3%	2.4
O=C(NCc1ccccc1Cl)c1cc2c(s1)CS(=O)(=O)C2	-4.3	0.8%	1.1%	-1.4%	-12.3%	1.7	3.9%	u	4.9%	-41.2
CCc1ccccc1NC(=O)CNC(=O)c1ccccc1OCc1c(C)noc1C	0.7	-1.0%	x	-23.5%	-3.9%	-3.0	u	-6.7	1.3%	-2.6
CCOC(=O)c1cc(-c2ccc3c(c2)OCCO3)nc2c1c(C)nn2CCC#N	-0.6	12.2%	4.2%	-13.2%	-24.4%	-4.7	6.51µM*	17.1	0.6%	38.1
O=c1[nH]c(-c2ccccc2)cs1	1.8	7.4%	5.0%	0.2%	0.5%[46.1 µM]	-2.2	u	-2.1	3.0%	0.6
O=C(NCc1ccccn1)C(=O)N/N=C/c1ccccc1O	-3.0	-2.4%	-8.5%	4.5%	-4.5%	2.5	-4.1%	2.6	-0.6%	-29.9
CCN1CCN(c2ccc(NC(=O)c3ccco3)cc2)CC1	-24.7	4.4%	13.7%	-0.8%	1.0%	25.2	u	1.0	-1.9%	-0.7
O=C(COC(=O)Cc1ccc(Br)cc1)NC12CC3CC(CC(C3)C1)C2	11.7	10.6%	x	-30.0%	3.8%	-9.2	4.1%	u	-0.2%	-10.8
COc1ccc(CNC(=O)c2ccc(NC(=O)C3=CSCCO3)cc2)cc1	-10.5	2.3%	0.3%	-0.1%	5.2%	-6.8	u	4.9	-3.6%	14.1
CCOC(=O)C1=C(C)c2ccccc2OC1(C(=O)OCC)C(C)C (stereo not drawn)	-2.9	x	6.8%	-13.5%	-0.6%[46.1 µM]	-16.6	7.6%	x	1.0%	3.2
Cn1ccsc1=NC(=O)c1cccc(OC(F)F)c1	-2.4	13.3%	14.0%	-3.9%	4.4%	-3.7	u	u	-1.4%	1.9
CCN1CCCC1CNC(=S)Nc1ccc(C(C)=O)cc1 (stereo not drawn)	49.0	-1.9%	-1.4%	6.3%	-4.5%	-3.3	-4.5%	-0.8	6.9%	18.4
CCOCCCNCc1cn(-c2ccc(F)cc2F)nc1-c1ccccc1C	20.3	-9.8%	-5.2%	-9.6%	6.5%	50.2	6.3%	u	-5.7%	-1.8
CCCN(CCC)CCCn1c(=O)[nH]c2ccccc21	-4.0	3.7%	-0.3%	4.5%	0.2%	-1.1	0.0%	-4.8	0.1%	-4.3
CCOC(=O)Nc1ccc2c(c1)N(C(=O)N(C)C)c1ccccc1CC2	10.8	u	14.1%	-1.6%	-1.8%	15.4	-10.1%	2.0	-0.5%	13.0
COc1ccc(N2C(=O)C3CCCN3C2c2ccccc2OC)cc1 (stereo not drawn)	-8.3	-1.4%	-0.8%	-26.5%	1.8%	20.5	u	-0.4	0.0%	13.3
Cn1c(CNC(=O)c2ccccc2F)nnc1SCC(=O)Nc1nnc(C2CC2)s1	18.8	3.5%	11.8%	-13.8%	5.9%	-12.5	-0.7%	1.2	1.7%	14.1
CC(C)NC(=O)/C=C/C(=O)O	0.0	-2.1%	-0.1%	2.5%	-1.7%	9.9	12.4%	0.7	-8.0%	20.7
O=C(CCc1nc(-c2ccccc2)no1)NCc1cccnc1	-4.1	0.2%	2.5%	1.3%	-2.3%	-1.4	8.8%	3.2	1.4%	-2.0
Following part:
SMILES	hERG WT inh	Mito fusion act	AT treatment	Eya2 phos inh	TCR activator	TSHR antag	ELG1 repair inh	TRPV1 ag	USP2a block	KCNH2 3.1 inh
Cc1onc(-c2ccccc2)c1C(=O)N1CCOCC1	-4.2	-0.2%	-2.2%	10.6%	-0.7%	4.5	u	-5.8	1.4%	11.0
CCN(CC(=O)Nc1ccccc1OC)C(=O)CN1C(=O)NC(C)(c2ccc(C)cc2)C1=O (stereo not drawn)	3.1	-3.1%	-2.1%	8.0%	-2.0%	8.6	18.6%	-4.2	-0.8%	-10.5
COc1cccc(CNS(=O)(=O)/C=C/c2ccc(OC)c(OC)c2)c1	-1.8	-3.7%	-1.1%	-1.9%	4.6%	-3.2	u	5.3	-0.6%	9.5
O=C(CCn1ccc2cc(S(=O)(=O)N3CCCC3)ccc21)NCc1ccccc1F	-11.9	-0.6%	0.4%	-14.1%	-2.9%	10.0	-6.8%	u	0.7%	-10.6
CCOc1ccc(C2NCCc3cc(OC)c(OC)cc32)cc1OC (stereo not drawn)	5.6	-12.9%	-22.9%	4.9%	-10.5%	7.1	-4.0%	-0.9	2.0%	2.9
COC(=O)c1ccc(/C=N/NC(=O)C2CC(=O)N(c3ccc(F)cc3)C2)cc1 (stereo not drawn)	-18.4	1.1%	11.9%	-8.3%	-1.1%	1.7	u	10.0	3.6%	3.1
CN1CCN(c2ccc(S(=O)(=O)N3CCCCC3)cc2NC(=O)COc2cccc(Cl)c2)CC1	14.4	-6.2%	4.4%	6.0%	3.1%	5.2	u	20.0	-3.5%	-10.3
COc1ccccc1C(=O)NNC(=O)c1cccc(Br)c1	-15.9	2.0%	3.8%	5.5%	3.1%	13.7	u	3.5	0.8%	0.8

Assay outcomes (PubChem BioAssay)

These rows are one share of the data; the hit share may differ from the screen's.
